# Screens (PubChem)
# UTI89 phage lysis: protection from phage-mediated lysis, alamar blue read-out – E. coli UTI89, K1F phage, bacterial capsule biogenesis inhibitors (AID 488966) | E. coli UTI89 K1F phage lysis, alamar blue, 2 h; higher % means a stronger effect | inhibition, % at 100 µM; hits with a dose series show IC50 in µM | 340,000 compounds, 0.02% hits;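 active = phage lysis inhibition, versus mean bacterial control, above a set limit; inconclusive = no clear call, values can overlap the other calls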;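 also: capsule biogenesis inhibitors block K1F phage lysis so surviving cells raise fluorescence; higher fluorescence means more inhibition of phage lysis; actives were called in the ten point dose series up to 300 µM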
# Salmonella PhoP GFP: PhoP-dependent GFP reporter repression – Salmonella Typhimurium, primary screen (AID 1863); S. Typhimurium PhoP-regulated promoter GFP reporter, 4 h; higher % means a stronger effect; one-dose inhibition, % at 50 µM; IC50 in µM for titrated hits; 300,000 compounds, 0.16% hits;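 active = inhibition over 29.93%, a cutoff 3 SD above the screen mean, later confirmed by dose response; inconclusive = inhibition over 29.93% but no dose response follow-up; inactive = inhibition at most 29.93% or unconfirmed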;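 also: 0% = low Mg2+ inducing control and 100% = high Mg2+ repressing control; strong numbers were not always called active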
# SV40 large T antigen: SV40 large T antigen inhibitors, biochemical (AID 1903); SV40 large T antigen ATPase/helicase inhibition assay; higher % means a stronger effect; one-dose inhibition, % at 20 µM; IC50 in µM for titrated hits; 310,000 compounds, 0.39% hits; in the data active = a potency from the dose series; inconclusive = inhibition mostly from about 32% at the one dose, without a potency; inactive = the rest, 99 in 100 with inhibition below about 32%; also: strong numbers were not always called active
# West Nile antiviral: West Nile virus antiviral activity, cell-based, CPE readout (AID 1621); 290,000 compounds, 0.02% hits; West Nile virus-infected cells, CPE inhibition; higher % means a stronger effect; CPE inhibition, % at 10 µM, or IC50 in µM where a hit was titrated; in the data active = a potency from the dose series; inconclusive = CPE inhibition mostly from about 3.7% at the one dose, without a potency; inactive = the rest, 99 in 100 with CPE inhibition below about 2.2%; also: strong numbers were not always called active
# T cell modulator: T cell immune modulators affecting CD8 T cell-vesicle binding. 2C CD8+ T cell-vesicle binding, flow cytometry; stronger effect = lower value. 330,000 compounds, 0.068% hits. calls only at 7 µM;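 active = response, share of CD8 T cells binding vesicles, and their 90th percentile fluorescence all below set limits, cut at about 80% in these data, passing the limit was not always enough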
#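 Material: 2C TCR transgenic mouse naive CD8+ T cells, MACS-purified. Also added: QL9-charged Drosophila Ld/ICAM-1/B7-1 vesicles. Timing: binding 1.5 h at 37 °C. Measured by: high-throughput flow cytometry with anti-B7-1 and anti-CD8 staining. Read-out: percent CD8+ FL2 mean versus row control. Controls: Unloaded micro-vesicles (low), QL9 vesicles with 0.7% DMSO (high).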
# NTR1 agonist: agonists of NTR1, primary screen, imaging, U2OS cells, beta-arrestin-GFP, high content (AID 493036); activation, % at 20 µM; NTR1-U2OS beta-arrestin-GFP spot imaging, agonist mode; 330,000 compounds, 0.17% hits;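 active = activation at or above 40% of the spot to cytoplasm intensity ratio, with at least 20 cells analyzed; inconclusive = wells under 20 cells, flagged as cytotoxic or low count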;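 also: 0% = DMSO without peptide and 100% = 100 nM NTR1 peptide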
# Target sequence (P30989 whole entry, looked up): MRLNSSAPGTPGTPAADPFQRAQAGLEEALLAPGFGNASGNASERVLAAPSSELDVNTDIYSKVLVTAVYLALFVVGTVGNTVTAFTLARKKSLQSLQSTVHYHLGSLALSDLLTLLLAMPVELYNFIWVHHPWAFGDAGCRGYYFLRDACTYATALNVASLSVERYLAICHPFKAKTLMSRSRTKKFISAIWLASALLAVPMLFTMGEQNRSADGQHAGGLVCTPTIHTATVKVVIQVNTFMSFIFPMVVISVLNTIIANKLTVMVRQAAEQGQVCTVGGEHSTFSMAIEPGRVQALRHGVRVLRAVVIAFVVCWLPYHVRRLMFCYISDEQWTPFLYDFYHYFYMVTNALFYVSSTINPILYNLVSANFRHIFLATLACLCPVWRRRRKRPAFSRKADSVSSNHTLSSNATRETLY
# Dengue-2 NS5 capping: Dengue-2 NS5 methyltransferase inhibitors, primary screen, biochemical, confirmation dose response (AID 588689); Dengue-2 NS5 methyltransferase capping enzyme assay, biochemical; higher % means a stronger effect; inhibition, % at 25 µM; hits with a dose series show IC50 in µM; 340,000 compounds, 0.3% hits; in the data active = a potency from the dose series; inconclusive = inhibition above about 29% without an active follow-up result
# RSV antiviral HEp-2: RSV antiviral activity via CPE protection, HEp-2 cells, primary 10 µM value included (AID 2391); HEp-2 cells, RSV-induced CPE inhibition; higher % means a stronger effect; one-dose CPE inhibition, % at 10 µM; IC50 in µM for titrated hits; 310,000 compounds, 0.13% hits; in the data active = a potency from the dose series; inconclusive = CPE inhibition mostly from about 23% at the one dose, without a potency; inactive = the rest, 99 in 100 with CPE inhibition below about 21%; also: strong numbers were not always called active
# Rac1 GTP hydrolysis: MgcRacGAP GTPase-activating activity inhibitors, confirmation, biochemical, ADP Hunter fluorescence; 340,000 compounds, 0.6% hits; MgcRacGAP-stimulated Rac1 GTP hydrolysis, ADP Hunter fluorescence; higher % means a stronger effect; GST-tagged Rac1 F28L mutant substrate; inhibition, % at 30 µM, or IC50 in µM where a hit was titrated;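 active = first-screen hits whose inhibition reached a set limit at any dose in the follow-up dose series; inconclusive = inhibition above the set first-screen limit but never retested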;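 also: fluorescence reports GDP produced by GAP-driven GTP hydrolysis; strong numbers were not always called active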
# T cell modulator vesicle-bound %: further read-out of T cell modulator, marked with its call; double positive events, %; measured here: CD8+ vesicle-bound cell fraction;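 binding gate set so that unloaded-vesicle control wells show 10% double positive cells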
# NTR1 agonist cell count 20 µM: recorded beside NTR1 agonist, whose call it bears; cell count; measured here: cell count, cytotoxicity flag
# Dengue-2 NS5 capping pilot replicate: also measured in Dengue-2 NS5 capping; calls as there; inhibition, %; measured here: pilot screen replicate inhibition
# Numbers without * were called inactive; i = inactive; ? = inconclusive; . = not tested or not shown; [ ] = remark or other dose. Rows are unselected. Share with any hit: about 1.5%.
SMILES,UTI89 phage lysis,Salmonella PhoP GFP,SV40 large T antigen,West Nile antiviral,T cell modulator,T cell modulator vesicle-bound %,NTR1 agonist,NTR1 agonist cell count 20 µM,Dengue-2 NS5 capping,RSV antiviral HEp-2,Rac1 GTP hydrolysis,others
CC(C)(C)[C@H]1CCC(=O)N([C@H](CN=[N+]=[N-])Cc2ccccc2)CC1,-4.0%,9.3%,7.9%,-1.0%,i,14.2,-1.1,44,0.8%,-1.4%,6.7%,
O=S(=O)(/N=C(\c1ccc(Cl)cc1)N1CCOCC1)c1ccccc1,1.2%[50 µM],-9.9%,16.9%,-0.3%,i,32.6,-0.1,47,-4.2%,0.7%,3.0%,
COc1cc(Cc2nccc3cc(OC)c(OC)cc23)c(NC(C)=O)cc1OC,0.1%,0.5%,7.5%,-0.4%,i,58.1,-1.1,60,-6.5%,1.3%,8.8%,Dengue-2 NS5 capping pilot replicate=-0.3
COc1ccccc1NC(=O)CN1CCN(CC(=O)Nc2cc(NC(C)=O)ccc2OC)CC1,0.3%,-4.6%,8.4%,0.3%,i,36.8,0.2,48,.,1.7%,2.7%,
COc1ccc(C)cc1-n1nnnc1SCC(=O)c1cc(C)n(Cc2ccco2)c1C,0.1%,2.8%,11.1%,-0.7%,i,47.4,2.5,88,4.0%,3.4%,-5.5%,
CCn1c(CN2CCOCC2)nnc1SCC(=O)Nc1cccc(C)c1,0.3%[50 µM],7.3%,30.7%,0.1%,i,16.0,0.2,68,3.2%,0.4%,5.7%,
CCc1cccc(OCC(=O)Nc2ccc(S(=O)(=O)Nc3onc(C)c3C)cc2)c1,4.4%,-9.6%,2.6%,.,i,44.6,-0.3,68,1.5%,0.5%,5.5%,
CCN(CC)CC(O)COc1ccccc1C(=O)CCc1ccccc1 (stereo not given),-1.7%,.,.,-0.1%,.,.,-1.1,47,0.7%,-1.5%,0.1%,
Cc1nc2sccn2c(=O)c1S(=O)(=O)N1CCN(c2cccc(C(F)(F)F)c2)CC1,0.2%,-1.5%,10.1%,-0.7%,i,26.5,4.6,42,-5.9%,6.7%,9.8%,
O=S(=O)(NCCCN1CCOCC1)c1ccc(F)c(Cl)c1,0.7%[50 µM],.,.,.,i,38.1,9.7,58,1.5%,-0.5%,-1.7%,
CCOc1ccccc1C(=O)NCC(=O)N(C)Cc1cccnc1,0.0%,-1.1%,0.5%,0.0%,i,45.5,-0.4,53,-5.5%,0.7%,-3.2%,
CCN(CC)C(=O)CSc1nnc(-c2ccco2)n1Cc1ccco1,4.7%,-7.1%,37.9%,-0.1%,i,15.0,-1.1,51,-7.2%,1.5%,13.2%,
Cc1ccc(-c2nnn(CC(=O)N(CC(=O)NC3CCCC3)c3ccccc3F)n2)o1,0.1%,.,.,0.8%,.,.,0.7,51,-9.1%,.,6.2%,
O=C(NC(Cc1ccccc1)C(=O)O)/C(=C\c1ccc(Br)cc1)NC(=O)c1ccc(Br)o1 (stereo not given),0.3%,1.5%,6.9%,0.0%,i,18.8,0.0,53,-5.7%,0.1%,6.3%,
COc1cc(CN2CCC(Cc3ccccc3)CC2)cc([N+](=O)[O-])c1O,-0.4%,19.7%,15.0%,0.5%,i,38.1,-0.8,51,6.6%,0.0%,20.0%,
Cc1ccc(-c2n[nH]c(=S)n2/N=C/c2ccc(C)o2)cc1,5.5%,-8.0%,36.5%,0.5%,i,47.9,1.1,42,-5.2%,2.0%,31.3%,
CCOc1ccc(CNC(=O)C2CCN(S(=O)(=O)CC)CC2)cc1OC,1.9%[50 µM],9.5%,20.7%,-0.5%,i,28.0,-0.1,56,-7.0%,0.7%,1.4%,
CC(NC(=O)c1ccc(F)cc1Cl)C1CC2CCC1C2 (stereo not given),0.4%,10.4%,3.6%,-1.3%,i,19.7,1.5,50,-3.3%,1.1%,6.2%,
CC(C)(C)NC(=O)C1CC(=O)OC1(C)C (stereo not given),-0.3%,-1.0%,-3.5%,0.5%,i,53.0,-1.9,87,-2.5%,0.6%,8.3%,
CCc1cc(=O)[nH]c(SCc2ccc(C)cc2)n1,-0.6%,-2.4%,22.1%,-0.3%,i,67.2,-0.4,52,-9.6%,-0.9%,-1.1%,
Cc1noc(NC(=O)c2ccc(Cl)c(Cl)c2)c1Cl,0.5%,-9.4%,-1.8%,-1.4%,i,9.6,1.9,23,-6.4%,2.3%,5.4%,
CCOC(=O)c1oc2ccccc2c1NC(=O)c1ccccc1OC,0.6%,-0.9%,-2.9%,1.2%,i,13.8,1.8,53,-5.5%,7.5%,-1.2%,
COc1ccccc1NC(=O)CSc1nccn1Cc1ccc(F)cc1,-0.1%,4.7%,23.6%,-0.5%,i,36.1,0.4,59,-3.4%,14.5%,7.7%,
CC(=O)Nc1sc(NC(=O)c2ccco2)nc1-c1cccs1,0.0%,-3.1%,13.7%,-0.1%,i,51.7,0.2,45,0.9%,1.9%,7.8%,
CCOCCSc1nnc2nc(C)cc(C)n12,0.5%,-7.1%,-4.5%,0.1%,i,44.3,0.6,40,-3.5%,1.2%,3.1%,
COC(=O)c1c(C)[nH]c(C(=O)C(C)OC(=O)C2CC2)c1C (stereo not given),-0.2%,.,.,.,i,4.0,-1.3,82,-3.6%,13.3%,4.2%,
CC(C)(C)OC(=O)N1CCC(NC(=O)c2[nH]cnc2C(=O)N[C@@H](Cc2ccccc2)C(=O)OCc2ccccc2)CC1,-0.4%,3.1%,3.9%,-0.2%,i,49.9,47.8*,74*,-8.4%,3.0%,-1.0%,
COc1cc(NC(=O)Cc2ccc(F)cc2)cc(OC)c1OC,0.0%,3.1%,12.6%,0.2%,i,58.3,-0.8,86,3.6%,-0.1%,11.5%,
COC(=O)c1ccc(Sc2ccc(F)cc2)c(N)c1,3.8%,9.6%,3.2%,2.1%,i,58.8,0.8,57,8.0%,1.7%,6.2%,
CCOc1cc(S(=O)(=O)N(CC)CC)c(OCC)cc1-n1cnnn1,-0.9%,2.8%,0.7%,1.2%,i,37.1,-0.4,42,-4.9%,0.4%,0.2%,
COc1cc(-c2noc(C)c2/C=C/c2ccc(OC(C)=O)cc2)cc(OC)c1OC,-0.3%,-4.4%,3.6%,-1.9%,i,19.4,2.7,49,0.8%,6.5%,8.2%,
O=C(c1ccco1)N1CCN(C(=O)C23CC4CC(CC(C4)C2)C3)CC1,0.0%,1.6%,3.5%,-0.6%,i,61.5,-0.4,51,-5.2%,2.1%,9.2%,
CCC(=O)Nc1nnc(S(=O)(=O)N(CC(C)C)c2ccccc2)s1,0.2%,-3.7%,9.6%,0.4%,i,14.6,2.7,53,-1.3%,2.3%,7.5%,
Cn1c(SCC(=O)c2ccc(F)cc2)ncc(C(=O)Nc2ccccc2)c1=O,1.6%[50 µM],-7.1%,6.8%,.,i,54.7,2.7,61,4.4%,8.0%,0.4%,
Cc1cccc(N(CC(=O)NCc2ccccc2)C(=O)CCC(=O)Nc2nccs2)c1,0.1%,-5.2%,9.1%,-0.6%,i,36.9,0.5,45,0.0%,3.6%,7.4%,
O=C(NC(O)C(=O)c1ccccc1)c1ccc(F)cc1 (stereo not given),0.1%,3.0%,5.2%,0.1%,i,26.3,-1.6,59,-5.8%,0.8%,7.1%,
Cc1cc(C)c(NC(=O)CNC(=O)CN(C)Cc2ccc(Br)s2)c(C)c1,0.4%[50 µM],.,.,.,i,48.1,1.5,67,0.0%,0.9%,3.5%,
CN(C)/C=C(\C(=O)c1ccc(F)cc1F)c1nnnn1-c1ccccc1,0.9%,-0.4%,9.2%,-0.5%,i,34.4,-0.9,34,0.7%,2.0%,7.3%,
CN1C(=O)C2(c3ccccc31)C1CCCC=C1C(C#N)=C(N)C2(C#N)C#N (stereo not given),-0.5%,-7.3%,14.7%,0.1%,i,37.4,3.9,66,-9.4%,1.0%,10.8%,
Cc1cc(NS(=O)(=O)c2c(C)c(C)cc(C)c2C)no1,1.8%[50 µM],-3.4%,5.7%,-0.1%,i,36.9,0.0,66,-1.0%,1.2%,6.2%,
CCn1c(SCCC(=O)Nc2ccccc2)nnc1-c1ccc(OC)cc1,0.3%[50 µM],-5.3%,11.2%,-0.1%,i,56.4,-0.8,51,-7.6%,0.5%,4.2%,
CC(=O)N1CCc2cc(S(=O)(=O)NCCC(=O)Nc3cccc(C)c3C)ccc21,3.8%,7.3%,1.2%,-0.6%,i,54.2,-0.1,53,-8.8%,-0.6%,6.0%,
Cc1ccc(N(CN2C(=O)C3CC=CCC3C2=O)C(=O)c2ccco2)cc1Cl (stereo not given),5.5%,-20.5%,?,-0.1%,i,32.2,2.4,53,-5.8%,1.2%,6.7%,
C=C1c2cc(OC)ccc2NC(=O)N1CC,1.7%,7.0%,2.8%,0.4%,i,37.4,0.5,69,-3.2%,3.6%,3.3%,
O=C1C(Cc2ccc(O)cc2)NC(=S)N1C1CCCCC1 (stereo not given),0.5%,-5.6%,18.4%,0.1%,i,35.1,-0.8,64,-1.6%,-0.6%,11.3%,
COc1ccc(CCN2C(=O)CC(NNC(=O)c3ccccc3Br)C2=O)cc1OC (stereo not given),4.5%,7.1%,-6.6%,-0.6%,i,49.3,-1.2,47,-2.2%,0.1%,4.5%,
CN(C)S(=O)(=O)N1CCN(S(=O)(=O)c2ccc3ccccc3c2)CC1,0.1%,-7.6%,7.8%,-0.8%,i,34.8,1.9,50,-1.7%,4.7%,-2.6%,
Cc1ccc(OCCC(=O)OCC(=O)c2ccc3c(c2)NC(=O)CO3)cc1,-0.8%,.,.,.,i,39.2,-2.7,64,-5.1%,-0.2%,-1.8%,
Cc1nc2scc(-c3ccccc3)c2c(=O)n1N,0.8%,-3.3%,12.9%,1.7%,i,41.7,-1.1,51,-3.9%,1.4%,15.6%,
C1=Nc2ccccc2CN1c1ccccc1,1.2%[50 µM],21.2%,4.1%,-0.1%,i,53.8,-0.4,50,1.6%,0.7%,11.1%,
